RGS4 inhibitor: inhibitors of human regulator of G protein signaling 4. Transcreener GDP fluorescence polarization, RGS4-accelerated GTP hydrolysis. P49798. Potency, µM (top dose mostly 114 µM), for the others: top-dose activity change, negative = inhibition, usual class: inhibitors. AID 504845. hit rate 0.039% among 390,000; note: potency is the fitted concentration of half-maximal effect; % is set by controls: 0 for no effect and ±100 for the full control effect; nearly all actives have a fitted effect of over 75% in size; some results filed as inactive show a strong effect at the top dose
Target sequence (P49798 whole entry, looked up): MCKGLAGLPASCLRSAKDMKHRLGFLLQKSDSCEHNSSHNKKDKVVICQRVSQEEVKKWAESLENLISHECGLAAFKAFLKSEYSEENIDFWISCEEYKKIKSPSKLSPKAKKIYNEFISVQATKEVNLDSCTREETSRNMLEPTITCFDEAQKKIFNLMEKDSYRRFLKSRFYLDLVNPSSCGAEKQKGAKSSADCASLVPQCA
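MLSMR compounds (23 nl, pin-transferred) preincubated 10 min at room temperature with a 500nM (2x) first reagent, then RGS4 at 900nM (2x) plus Transcreener GDP mix added; fluorescence polarization (620/688 nm) read before and after 90 min at 30 °C.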
ALOX12 inh: inhibitors of human 12S-lipoxygenase ALOX12; P18054; purified 12hLO, xylenol orange hydroperoxide absorbance; Potency, µM (doses to about 108 µM), inactives show top-dose activity change, negative = inhibition, hits mostly inhibitors; hit rate 1.1% among 580,000; AID 1671190; note: potency is the fitted concentration of half-maximal effect; % is set by controls: 0 for no effect and ±100 for the full control effect
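Hydroperoxide product was detected by ferrous iron/xylenol orange as the 573 to 405 nm absorbance ratio. Arachidonic acid at 40 uM (final) was turned over for 30 min at room temperature by 150 nM human 12hLO, pH 7.0 Hepes buffer, after 15 min compound preincubation.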
ERG Ets-DNA blk: inhibitors of human ERG Ets domain-DNA interaction; AID 624246; P11308; fluorescence polarization, His-ERG Ets domain / labelled DNA; hit rate 0.028% among 370,000; Potency, µM (top dose mostly 76.9 µM), for inactives: at the top dose FP activity, negative = inhibition, most hits filed as inhibitors; active = well fitted inhibition curve with a large enough effect in the polarisation, with a control signal flat; inconclusive = small, poorly fitted or top-dose-only effect, or effect the other way, or a change in a side signal; inactive = no such curve, though single readings can be large or run the other way; the % refers to the polarisation;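 note: polarization taken with two DNA probes labelled with fluorescein and Texas red; potency is the fitted concentration of half-maximal effect; % of control where 0% means no effect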
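His-tagged ERG Ets domain (1 uM in the protein solution; 300mM KCl, 50mM Tris-HCl, 1mM EDTA, 1mM DTT, pH 7.5) received compound, then a probe mix of 5 nM fluorescein-DNA and 100nM Texas-615-DNA. Fluorescence polarization was read for both dyes.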
PI4K2A block: PI4K2A (human) kinase inhibition; Q9BTU6; purified PI4K2A, ADP-Glo luminescence, 1 h; active compounds read low; activity change, negative = inhibition, % at 76.9 µM; hit rate 0.13% among 420,000; AID 1346378; in the data active = activity change below about -50%; inconclusive = mostly about -30% to -49%;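 note: -100% = wells without enzyme as full effect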
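In this quantitative HTS, ADP production by PI4K2A was quantified luminescently after 1 h at ambient temperature; 100 microM adenosine served as plate-quality control.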
HP1b chromo inh: blocks HP1-beta chromodomain binding to methylated histone tails. AlphaScreen HP1-beta / biotin-H3K9me3 peptide binding. Potency, µM (doses to about 114 µM), for inactives: top-dose activity change, negative = inhibition, most hits filed as inhibitors. hit rate 0.56% among 390,000; note: potency is the fitted concentration of half-maximal effect; nearly all actives have a fitted effect of over 70% in size; inactives centre near 23
Target sequence (P83916 whole entry, looked up): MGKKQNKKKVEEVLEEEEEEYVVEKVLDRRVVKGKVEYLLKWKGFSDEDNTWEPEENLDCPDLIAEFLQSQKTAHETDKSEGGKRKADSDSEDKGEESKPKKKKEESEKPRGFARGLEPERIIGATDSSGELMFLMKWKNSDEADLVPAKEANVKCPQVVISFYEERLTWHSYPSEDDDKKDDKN
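AlphaScreen: HP1-beta (50 nM) preformed 30 min with biotin-H3(1-18)K9me3 peptide (50 nM) in PBS pH 7.4, 0.01% Tween-20. Compound added for 30 min at RT, then streptavidin donor/nickel chelate acceptor beads (10 ug/mL) for 30 min.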
BAZ2B inh: inhibitors of human BAZ2B bromodomain; hit rate 4.4% among 360,000; Potency, µM (highest dose often 114 µM), inactives show at the top dose activity change, negative = inhibition, most hits filed as inhibitors; Q9UIF8; AlphaScreen BAZ2B-H3K14Ac peptide displacement; note: potency is the fitted concentration of half-maximal effect; % is set by controls: 0 for no effect and ±100 for the full control effect; nearly all actives have a fitted effect of over 60% in size
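Inhibition is scored as reduced AlphaScreen emission. The BAZ2B/b-H3(5-23)K14Ac complex (50 nM each) in PBS pH 7.4, 0.01% Tween-20 meets compound (up to 110 uM) for 30 min at RT before bead addition.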
G9a inh: inhibitors of human histone lysine methyltransferase G9a; Q96KQ7; G9a H3K9 monomethylation, AlphaScreen, 2 h; Potency, µM (top dose mostly 102 µM), for inactives: top-dose activity, negative = inhibition, usual class: inhibitors; hit rate 8.8% among 350,000; note: potency is the fitted concentration of half-maximal effect; % is set by controls: 0 for no effect and ±100 for the full control effect; nearly all actives have a fitted effect of over 75% in size
Target sequence (Q96KQ7 913-1193 limits assumed): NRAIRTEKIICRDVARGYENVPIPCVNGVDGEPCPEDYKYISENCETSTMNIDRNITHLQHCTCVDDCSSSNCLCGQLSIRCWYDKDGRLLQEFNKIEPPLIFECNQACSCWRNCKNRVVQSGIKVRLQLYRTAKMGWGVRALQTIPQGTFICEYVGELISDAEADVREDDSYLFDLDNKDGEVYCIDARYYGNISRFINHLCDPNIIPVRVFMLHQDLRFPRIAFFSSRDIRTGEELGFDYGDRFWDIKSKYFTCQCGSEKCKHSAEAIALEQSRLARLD
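G9a (20 nM) preincubated 15 min RT with compounds, then 500 nM biotinylated H3K9 peptide and 20 uM SAM added; 2 h RT reaction. Monomethyl-H3K9 product detected by AlphaScreen with anti-H3K9me1 antibody, streptavidin donor and anti-rabbit IgG acceptor beads.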
GLS inh: inhibitors of human glutaminase (GLS) | hit rate 0.21% among 410,000 | O94925 | GLS enzymatic activity, qHTS titration | Potency, µM (highest dose often 45.5 µM), inactives show top-dose activity change, negative = inhibition, most hits filed as inhibitors; note: potency is the fitted concentration of half-maximal effect; % is set by controls: 0 for no effect and ±100 for the full control effect
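Human kidney-isoform GLS in 45 mM KH2PO4 pH 8.2, 0.02% Tween-20, with compound, started with 1mM L-Glutamine (added stock). Glutamate oxidase/HRP/Amplex red coupled fluorescence read at start and after 30 min at RT.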
JMJD2A Tudor inh: blocks the human JMJD2A Tudor domain. O75164. AlphaScreen JMJD2A-Tudor / H3K4me3 peptide binding. Potency, µM (doses to about 114 µM), inactives show top-dose activity change, negative = inhibition, usual class: inhibitors. hit rate 4.4% among 390,000. AID 504339; note: potency is the fitted concentration of half-maximal effect; % is set by controls: 0 for no effect and ±100 for the full control effect; nearly all actives have a fitted effect of over 50% in size
An asterisk follows results filed as active; ? = inconclusive; . = not tested or not shown; & = joins results of further samples; [ ] = dose if it differs, or a comment. Unless noted, calls come from the whole dose curve; as a rule, active = well fitted curve in the direction sought with a large enough effect; inconclusive = small, poorly fitted or top-dose-only effect, or another doubt; inactive = no such curve, though single readings can be large; an effect the other way counts as inactive or inconclusive. This is a subset, so the mix of outcomes need not match the whole.

Start of the listing, in advance, 3 compounds:
SMILES	RGS4 inhibitor	ALOX12 inh	ERG Ets-DNA blk	PI4K2A block	HP1b chromo inh	BAZ2B inh	G9a inh	GLS inh	JMJD2A Tudor inh
CC(C)NC(=O)NC(=O)COC(=O)c1cc(S(=O)(=O)N2CCCCC2)ccc1N1CCOCC1	-7%	12%	3%	-6	29%	-15%	17%	-2%	-23%
CCc1nnc(NC(=O)c2ccc(-c3ccc(C(C)=O)cc3)o2)s1	4%	-4%	16%	4	20%	-5%	-8%[12.7 µM]	1%	-27%
CN(O)C(=S)c1ccccc1	?	-14%	.	-5	2%	.	.	11%	?

The whole of this part, from the start:
SMILES	RGS4 inhibitor	ALOX12 inh	ERG Ets-DNA blk	PI4K2A block	HP1b chromo inh	BAZ2B inh	G9a inh	GLS inh	JMJD2A Tudor inh
CC(C)NC(=O)NC(=O)COC(=O)c1cc(S(=O)(=O)N2CCCCC2)ccc1N1CCOCC1	-7%	12%	3%	-6	29%	-15%	17%	-2%	-23%
CCc1nnc(NC(=O)c2ccc(-c3ccc(C(C)=O)cc3)o2)s1	4%	-4%	16%	4	20%	-5%	-8%[12.7 µM]	1%	-27%
CN(O)C(=S)c1ccccc1	?	-14%	.	-5	2%	.	.	11%	?
Cc1noc(C)c1C(=O)N1CCCC(C(=O)c2cccc(OC(C)C)c2)C1 (stereo not drawn)	9%	9%	14%	2	56%[activator]	-1%	9%	0%	-4%
CCCCc1ccc(NC(=O)NCc2ccccn2)cc1	15%	3%	10%	-4	37%	-2%	92%[activator]	0%	-7%
CS(=O)(=O)c1ccc(Cl)c(NC(=O)CCNC(=O)c2ccco2)c1	9%	362%&21%[activator]	-2%	-2	29%	-1%	?	-5%	0%
Cc1oc(-c2ccc(Cl)cc2)nc1CN1CCCC(C(=O)N2CCOCC2)C1 (stereo not drawn)	-14%[56.9 µM]	?	-6%	-6	39%[activator]	-14%[57.1 µM]	?	-1%	-12%
Cc1cc(-c2c(C)[nH]n(-c3ccc(Cl)cc3)c2=O)n[nH]1	23%	34%[activator]	-3%	-1	8%	28µM*	1%	3%	?
O=C(CNc1cccc2ccccc12)N/N=C/C=C/c1ccco1	-33%	32µM*	-6%	2	6%	-37%	20µM*	-8%	-25%
COC(=O)CSc1nnc(-c2ccncc2)o1	-1%	-20%	-6%	-2	33%	6%	-18%[12.7 µM]	-8%	-22%
COc1ccc(C(c2nnnn2Cc2ccccc2)N2CCN(c3ccccc3)CC2)cc1 (stereo not drawn)	-9%	?	0%	-3	-1%	79µM*	-13%[12.7 µM]	8%	-35%
CCN1CCSc2ccc(C(=O)NCc3ccccc3Br)cc21	-19%&24%	?	-11%&2%	-5&-2	20%&-9%	?	-1%	10%&-6%	-23%&-22%
O=C(NCCc1ccco1)c1ccc(OCc2cn3ccccc3n2)cc1	-3%	3%	7%	-7	-2%[57 µM]	.	.	-18%	?
CC(C)(C)OC(=O)N(CCc1ccccc1)Cc1cccc(OCc2cccc(NC(=O)c3ccccc3)c2)c1	?	-4%	10%	3	20%	.	.	38%[activator]	?
COc1ccc(-c2coc3cc4oc(=O)cc(C)c4cc23)cc1F	-8%	-15%	-4%	-2	17%	?	-42%[0.501 µM]	?	-18%
CC1=NN(C(=O)c2ccc(Cn3nc(C)c([N+](=O)[O-])c3C)o2)C(O)(C(F)(F)F)C1 (stereo not drawn)	2%	20%	0%	4	37%	10%	9%[59 µM]	4%	-9%[57.1 µM]
CCOc1ccc(CNC(=O)C2=Cc3cccc(OC)c3OC2)cc1	3%	4%	5%	-3	16%[57 µM]	-18%	11%[59 µM]	5%	-22%
CCOc1ccc(CCNC(=O)CS(=O)Cc2nc(-c3ccc(C)cc3)oc2C)cc1OCC (stereo not drawn)	4%&-5%	-18%&1%	9%&-5%	4&-2	40%&15%[activator]	-38%&-36%	-38%[59 µM]	-13%&0%	10%&-13%
O=C(/C=C/c1ccccc1)NCCc1ccc2c(c1)OCCO2	20%	-11%	10%	2	8%	6%	-15%	2%	2%
Cc1ccc(Sc2cc(C)nc(-c3ccccn3)n2)cc1	12%	62%[activator]	-1%	-2	6%	-30%	6%	3%	-31%
CC(NC(=O)c1ccccc1Cl)C1CC2CCC1C2 (stereo not drawn)	15%	-5%	-3%	2	8%	9%	18%	?	-11%
Cc1ccc(-n2nc3ccc(NC(=O)c4ccc5c(c4)OCO5)cc3n2)cc1	-10%	19%	8%	-2	17%	-6%	71µM*	5%	-14%
N#Cc1ccc(OCC(=O)NCCN2CCOCC2)cc1	-19%	-38%	.	1	28%	-6%	8%[59 µM]	3%	-1%
CCc1ccc(CNC(=O)Cn2c(-c3cccs3)cc3cc(F)ccc32)cc1	8%	-16%	3%	0	75%[activator]	25%	46%[activator][59 µM]	0%	-5%
COc1ccccc1NC(=O)COc1ccc(/C=N/NS(=O)(=O)c2ccc(C)cc2)cc1	-24%	-10%	2%	6	15%	-35%	-16%[59 µM]	14%	-25%
Cc1ccc(C=NCc2ccncc2)c(O)c1	9%	-11%	.	-2	37%[activator]	2%	9%[59 µM]	4%	-14%
Cn1c(=O)c(C(=O)N2CCc3ccccc32)cc2cccnc21	22%	-19%	5%	-3	6%	-5%	8%[0.501 µM]	3%	-10%
O=C1CCCC(O)=C1N=Nc1c(Cl)cc(Cl)cc1Cl	-1%	-24%	?	-2	10%	50µM*	8.9µM*	12%	?
CCCC(=O)Nc1cccc(-c2cn3cccnc3n2)c1	15%&-19%	0%&2%	0%&0%	5&8	34%	-2%&7%	5%&2%[59 µM]	5%&-13%	-10%&-9%
CCC(=O)N/C(=N/c1nc(C)cc(C)n1)Nc1ccc(OC)cc1	-6%	20%	6%	4	25%	-1%	11%[59 µM]	-8%	-1%
COc1ccc(N/C(=C/[N+](=O)[O-])SC)cc1	-18%	-20%	-3%	1	12%	-21%	?	0%	-14%
COc1cccc(CNC(=O)c2nn(C)c3c2CSc2ccccc2-3)c1	10%	27%	2%	-11	29%	-5%	-34%[59 µM]	8%	-6%
COc1ccc(C2CC(=O)c3cnc(NC(=O)c4ccccc4OC)nc3C2)c(OC)c1 (stereo not drawn)	-11%	3%	-1%	-4	-3%	3%	-7%[59 µM]	-3%	-28%
CC(C)n1cc(CN2CCN(C)C(CCO)C2)c2ccccc21 (stereo not drawn)	-14%	-6%	-10%	-1	36%	-27%	28%	2%	-8%
Nc1nc(SCc2ccc([N+](=O)[O-])cc2)c2ncn(C3OC(CO)C(O)C3O)c2n1 (stereo not drawn)	2%	?	3%	-3	12%	?	-35%[59 µM]	1%	-18%
CN(CCC1CCOCC1)C(=O)CC1C(=O)NCCN1Cc1ccccc1F (stereo not drawn)	-16%	?	6%	-6	22%	-16%	8.9µM*	5%	-10%
COc1ccc(/C=C(\NC(=O)c2ccccc2)C(=O)N/N=C/c2cccnc2)cc1	-3%	8%	-5%	3	29%	-2%	.	0%	-15%
O=C(NNC(=S)NC1CCCCC1)c1ccc2c(c1)OCO2	-24%	-13%	11%	1	33%[activator]	-5%	20%[59 µM]	16%	-10%
Cc1cc(=O)c2c(C)ccc(C)c2[nH]1	17%	4%	-10%	2	23%	-3%	25%	-3%	-11%
Cc1ccc(-n2c(C)cc(C(=O)CSc3nnc4ccccn34)c2C)cc1	-21%	-21%	8%	-6	18%	?	?	-1%	-20%
C[C@H](NC(=O)c1ccco1)C(=O)Nc1cc(S(=O)(=O)N2CCCC2)ccc1OCC(F)(F)F	-23%	?	-15%	6	24%	.	.	-7%	5%
O=C(NC(=S)Nc1ccccn1)c1cc(-c2ccccc2)nc2ccccc12	-19%	-10%	7%	0	0%	-35%	-35%[59 µM]	15%	-33%
N#CCSCC(=O)Nc1ccc(Cl)cc1	-38%	-9%	-1%	0	59%[activator]	-5%	-1%	6%	-11%
Cc1cc2nc(-c3ccc(Br)cc3)cc(C(F)(F)F)n2n1	15%	0%	-1%	0	7%	10%	11%[59 µM]	-5%	-2%
CCN(CC)c1ccc(C(=O)N2CCC(c3ccncc3)CC2)cc1	4%	-2%	9%	-1	20%	?	?	7%	-23%
CCC1CCCCN1CCCNC(=O)CCC(=O)N1CC(C)Oc2ccccc21 (stereo not drawn)	-12%	-1%	-5%	-6	10%	2%	24%	-2%	-13%
C/C=C/C(=O)Nc1nnc(C2CCCCC2)s1	-5%	-14%	-3%	-6	44%[activator]	-33%	?	-1%	-6%
COc1ccc(C(=O)COC(=O)c2sc(C)nc2C)cc1Cl	-19%	17%	2%	-2	40%[activator]	10%	2%[12.7 µM]	3%	5%
CC1(c2ccc(Cl)cc2)NC(=O)N(CC(=O)NCc2ccc(F)cc2)C1=O (stereo not drawn)	13%	5%	-1%	2	12%	-13%	2%	4%	-2%
CC(=O)Nc1ccc(S(=O)(=O)N(C)CC(=O)OC(C)C(=O)N(C)Cc2ccccc2)cc1 (stereo not drawn)	-7%	0%	-6%	-3	48%[activator]	7%	96%[activator]	-4%	-1%
CC(C)C(C(=O)N1CCN(Cc2ccccc2)CC1)c1ccccc1 (stereo not drawn)	1%	?	-7%	6	23%	-21%	-7%	0%	-1%
O=C(O)/C=C/C(=O)Nc1nccs1	5%	1%	1%	-4	8%	-3%	-4%	-8%	-20%
c1ccc2cc(OCCOCCOc3ccc4ccccc4c3)ccc2c1	4%	-5%	-6%	1	99%[activator]	19%	13%	2%	123%[activator]
